Screens from PubChem.
SENP1 inh: human SENP1 catalytic domain inhibitors, primary screen, biochemical, FRET, uHTS. Sentrin-specific protease 1 (Homo sapiens), Q9P0U3. actives 0.21% (n = 360,000). AID 624204, 2012. recombinant SENP1 catalytic domain, CyPet-SUMO1-YPet FRET cleavage. inhibition, % at 10 µM;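 active = inhibition at least 30% at 10 µM, raw YFP signal under a set limit, fluorescence ratio 0.5 to 1.5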;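 also: 0% = enzyme with DMSO and 100% = no enzyme wells; some results filed as inactive read as strong as hits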
Target sequence (Q9P0U3 419-644 limits assumed): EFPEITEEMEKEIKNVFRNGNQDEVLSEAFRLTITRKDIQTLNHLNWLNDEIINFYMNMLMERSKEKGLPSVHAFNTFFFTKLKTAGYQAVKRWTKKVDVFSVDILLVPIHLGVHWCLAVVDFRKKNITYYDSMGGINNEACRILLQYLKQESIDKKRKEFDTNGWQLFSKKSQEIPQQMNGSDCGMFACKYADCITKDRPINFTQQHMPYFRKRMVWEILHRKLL
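Test system: hSENP1 catalytic domain, recombinant; Amount: 20 pM final SENP1 enzyme; Medium: Tris pH 8 buffer plus EDTA, NaCl, BME, BSA, NP40, catalase; Schedule: 50 min enzyme reaction, room temperature, light-protected; Technique: FRET fluorescence in CFP and YFP emission channels; Controls: no-enzyme wells low, DMSO-plus-enzyme wells high control.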
MPTP block: mitochondrial permeability transition pore inhibitors, primary screen, biochemical, isolated mouse mitochondria, absorbance; Ca2+ swelling absorbance, 30 min; inhibition, % at 10 µM; actives 1.4% (n = 360,000);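 active = inhibition of 50% or more, scaled per plate between neutral and stimulator controls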;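 also: 0% = DMSO wells given calcium and 100% = 1 mM EGTA wells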
SENP8 inh: human SENP8 protease inhibitors, primary screen, biochemical, fluorescence, Nedd8 protein substrate, uHTS | Sentrin-specific protease 8 (Homo sapiens), Q96LD8 | recombinant SENP8 | inhibition, % at 20 µM | actives 0.64% (n = 360,000); in the data active = inhibition mostly above about 40%, no sharp cut-off; inactive = mostly below about 27%
Target sequence (Q96LD8 whole entry, looked up): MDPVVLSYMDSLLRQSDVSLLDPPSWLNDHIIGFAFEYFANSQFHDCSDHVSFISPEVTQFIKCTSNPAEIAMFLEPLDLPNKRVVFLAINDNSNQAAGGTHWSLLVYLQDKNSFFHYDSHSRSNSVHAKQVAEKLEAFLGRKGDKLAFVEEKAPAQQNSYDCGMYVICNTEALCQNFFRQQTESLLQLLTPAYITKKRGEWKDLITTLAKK
* hit, by the source's call; i = inactive. This is a subset (hit frequency here may not be typical).

SMILES	SENP1 inh	MPTP block	SENP8 inh
Cc1cn([C@H]2C[C@H](O)[C@@H](/C=C/C(=O)NCC(c3ccccc3)c3ccccc3)O2)c(=O)[nH]c1=O	1	1.1	33
COc1ccc(-c2ccc(C(=O)NCCN(C)C)c3occc23)c(C)c1	3	-2.0	-351
CN1CCN(C(=O)C[C@@H]2C=C[C@H](NS(=O)(=O)c3cccc(F)c3)[C@@H](CO)O2)CC1	4	2.5	16
c1ccc(COc2cccc(-c3cc4nc(NCCc5ccncc5)ccn4n3)c2)cc1	-1	0.5	i
Cc1cc(C)c2c(CN3CCN(c4ccccc4)CC3)cc(=O)oc2c1	0	-0.9	4
COc1ccc(-c2cc(CNc3nc4cc(-c5ccccc5C)sc4c(=O)n3C)on2)cc1	-2	0.7	-25
COCCN(Cc1ccc(C)cc1)C(=O)[C@H]1O[C@@H](n2cnc3c(N)ncnc32)[C@H](O)[C@@H]1O	4	-1.4	20
CO[C@@H]1CN(C)C(=O)c2cc(NC(=O)Nc3cc(F)ccc3F)ccc2OC[C@H](C)N(C(=O)c2cnccn2)C[C@@H]1C	2	-0.8	17
O=C1NC[C@H](CCCCN2C[C@H](Cc3ccccc3)N(CC3CCCCC3)C(=O)C2=O)N(CCc2ccc(O)cc2)C1=O	2	-0.8	3
O=C(Nc1ccc(Cl)cc1)c1csc([C@H]2C[C@H](O)[C@@H](CO)O2)n1	0	-0.6	10
COC1=C(OC)C(=O)C(CCCCCCCCCCO)=C(C)C1=O	0	0.7	16
O=C(Nc1ccccc1)c1cc(C2CCCCN2C(=O)CCCc2ccccc2)on1 (stereo not given)	2	2.0	12
O=C(NCc1ccccc1)c1cc(C2CCCN(C(=O)C3CCCCC3)C2)on1 (stereo not given)	2	0.6	3
CCCCNC(=O)C1(C)CCN1C(=O)c1ccc(C(F)(F)F)nc1C (stereo not given)	2	-1.4	5
CC(C)c1ccc(C2OC(CCc3ccccc3)Cc3[nH]c(=S)[nH]c(=O)c32)cc1 (stereo not given)	-1	-2.4	13
COCCNC(=O)C1(C)CCN(C(=O)c2ccc3c(c2)C(C)(C)CCC3(C)C)C1 (stereo not given)	2	0.1	14
O=C(O)c1ccc(-c2nn3c(=O)cc(N4CCNCC4)nc3s2)cc1	-3	1.2	-107
CC1(C(=O)Nc2ccc3nc[nH]c3c2)CCN1C(=O)C/C=C/c1ccccc1 (stereo not given)	1	0.5	10
COc1ccc(Cc2c(-c3ccc(C)cc3)nc3ccc(Cl)cn23)c(C)c1	-16	-1.7	-284
CCOC(=O)C1(C)CCCN(C(=O)c2cc(C#N)cs2)C1 (stereo not given)	3	-0.8	10
COc1cccc(C(O)c2ncc(-c3ccccc3)[nH]2)c1 (stereo not given)	-1	-0.1	5
CCOC1=C2[C@H](c3ccccc3Cl)N(S(=O)(=O)c3ccc(C)cc3)C[C@H]2C(C#N)(C#N)C(C#N)(C#N)C1	-3	-7.4	16
O=C1Nc2ccccc2-n2nnnc2C1N1CCCN(Cc2ccc(F)cc2)CC1 (stereo not given)	-2	0.3	13
O=[N+]([O-])c1ccc(C=Nc2ccccc2)cc1	-2	-1.3	24
CC(=O)Nc1cc(-c2ccc(N3CCN(C)CC3)cc2)cn2c(-c3cccc(C(=O)N(C)C)c3)cnc12	10	0.5	-92
O=S(=O)(NCC[C@@H]1CC[C@H](NS(=O)(=O)c2cccc(F)c2)[C@@H](CO)O1)c1cccc(F)c1	0	-1.8	25
COC(=O)c1ccc2nc(-c3ccc(C)cc3)c(CC3CCCCC3)n2c1	-21	-1.8	-189
CCCCCCCCN1C(=O)[C@H](CC(=O)N2CCCCC2)C[C@@]2(C(=O)OC)CCCCC=C12	0	-1.2	12
CCNC(=O)C1(C)CCCN(C(=O)c2ccc(C(F)(F)F)nc2C)C1 (stereo not given)	1	-0.9	8
COCCNC(=O)C1CCCN(C(=O)c2ccc(F)c(C)c2)CC1 (stereo not given)	3	0.5	9
CCc1nc2ccc(C(=O)N3CCN(S(=O)(=O)CC)CC3)cn2c1N(CCC(C)C)CCN(C)C	-29	-0.7	1
CCc1nc2c(OCC(=O)C(C)(C)C)cccn2c1N(C)C(=O)CC(C)C	-4	-0.5	20
CCCNC(=O)C1(C)CCN(C(=O)c2cc(F)cc(F)c2)C1 (stereo not given)	4	-0.5	8
O=c1[nH]c2ccccc2nc1-c1nnnn1Cc1ccccc1	-21	-1.1	-386
OC(c1ccc2ccccc2c1)c1ncc(-c2cccc3ccccc23)[nH]1 (stereo not given)	0	3.7	-330
COC(=O)[C@@]1(Cc2ccc(F)cc2)[C@H]2c3cc(C(=O)N4CCCC4)n(C)c3C[C@H]2CN1C(=O)c1ccccc1	-2	-0.5	14
COc1ccc(NC(=O)c2ccc(-c3c(C)noc3C)c3ccoc23)cc1	0	-1.4	-1
CC(C)Oc1cc(F)ccc1-c1cc(C(=O)NCc2cccnc2)[nH]n1	0	-1.9	7
O=C1c2ccccc2[C@@H]2Cc3csc[n+]3[C@H]12	0	0.8	2
CC1(C(=O)Nc2ccc3c(c2)OCCO3)CCN1C(=O)C1(c2ccc(Cl)cc2)CCC1 (stereo not given)	-2	1.4	25
CC1(C(=O)NCc2cccs2)CCN1C(=O)Cc1cccc2ccccc12 (stereo not given)	1	1.4	8
COc1ccccc1-c1cccc2nccn12	1	-0.9	i
CCCNC(=O)Nc1ccc2c(c1)OC[C@H](C)N(C(=O)C1CCCCC1)C[C@@H](C)[C@H](OC)CN(C)C2=O	3	0.9	16
O=C1NC[C@H](CCCCN2CCN(CCc3ccccc3)C(=O)C2=O)N(CCc2ccccc2)C1=O	0	-0.2	2
Cc1nc2ccccc2n1C(C)c1nc2ccccc2n1CC(=O)c1ccc(OC(F)(F)F)cc1 (stereo not given)	-1	3.0	14
COC(=O)[C@@]1(Cc2ccc(F)cc2)[C@H]2c3cc(C(=O)N4CCCC4)n(Cc4cc(C)n(C)n4)c3C[C@H]2CN1C(=O)c1ccccc1	-2	0.6	4
COc1ccccc1-c1cccc(-c2nc(C(=O)Nc3nccs3)cc3c2[C@H](CCO)N(C(C)=O)C3)c1	2	0.1	2
COc1ccc(NC(=O)C2c3ccccc3OCC(=O)N2CCc2ccccc2)cc1 (stereo not given)	0	0.0	-1
CC(=O)Nc1ccc(CN2C(=O)C(CCc3ccccc3)ON=C2c2cnccn2)cc1 (stereo not given)	1	-3.8	-6
COc1ccc(CNC(=O)C2Cc3c(-c4cccc(F)c4)ccnc3O2)cc1OC (stereo not given)	0	0.1	12
CCCS(=O)(=O)NC(=O)C1(C)CCCN(C(=O)c2cc(OC)ccc2Br)C1 (stereo not given)	-1	-0.5	13
CCCCn1nnnc1C(c1cc2ccccc2o1)N1CCCCC1 (stereo not given)	-7	0.4	-2
O=C(c1cc(C2CCCCN2S(=O)(=O)Cc2ccccc2)on1)N1CCOCC1 (stereo not given)	1	0.0	11
CC1(C(=O)NS(=O)(=O)c2cccc(C#N)c2)CCN1C(=O)c1ccccc1 (stereo not given)	1	-0.9	18
O=C(CC[C@H]1O[C@@H](n2ccc(=O)[nH]c2=O)[C@H](O)[C@@H]1O)N[C@H](Cc1ccccc1)C(=O)NCC1CCCCC1	1	-0.1	10
O=C(NC1CCCC1)C(c1ccco1)N1CCN(c2c(Cl)cncc2Cl)CC1 (stereo not given)	1	0.7	13
CC(C)NC(=O)C1(C)CN(S(C)(=O)=O)CC(=O)N1Cc1cccc(F)c1 (stereo not given)	-1	1.0	9
CC(=O)Nc1cccc(Oc2nc(NCC3CC3)nc3ccsc23)c1	-4	-0.9	-169
Cc1ccc(CN2C(=O)C(F)(F)Oc3ccc(C)cc32)cc1	0	-1.2	7
O=C(Nc1nc([C@@H]2O[C@H](CO)[C@@H](O)[C@H](O)[C@H]2O)cs1)NC(c1ccccc1)c1ccccc1	4	9.1	-1

Other entries.
SMILES	SENP1 inh	MPTP block	SENP8 inh
CC(C)C[C@@H]1COc2cccc(N3CCN(Cc4ccccc4F)CC3)c2S(=O)(=O)N1	-3	2.2	-1
COc1ccc(C(=O)c2[nH]c(N)c(C(N)=O)c2-c2ccc(OC)c(OC)c2)cc1	-20	0.8	-208
O=C(NCc1ccccc1)C(c1ccncc1)n1c(=O)c(-c2cc3ccccc3[nH]2)nc2ccccc21 (stereo not given)	-19	1.9	-443
CN(Cc1cn(Cc2cccc(C(F)(F)F)c2)nn1)C1CN(Cc2cn(Cc3cccc(C(F)(F)F)c3)nn2)S(=O)(=O)C1 (stereo not given)	-2	0.8	15
CC(C)NC(=O)c1cc(C2CCCCN2C(=O)c2ccc(C(C)C)cc2)on1 (stereo not given)	-2	-0.4	12
OC(c1ccc(F)cc1)c1nc(-c2cc3ccccc3o2)cs1 (stereo not given)	3	2.3	-18
CCCCNC(=O)c1nc(C2CCN(S(=O)(=O)c3cccc(C(F)(F)F)c3)CC2)oc1-c1cccc(C(F)(F)F)c1	0	1.5	31
CCOC(=O)[C@]12CCCC=C1N(Cc1cccc3ccccc13)C(=O)[C@H](CC(=O)NCc1cccc(C(F)(F)F)c1)C2	4	-0.7	7
OC[C@@H]1CN(Cc2ccc(-c3ccccc3)cc2)C[C@H](n2cnc3c(NC4CCC4)ncnc32)O1	-1	3.4	12
CC(=O)Nc1cccc(-c2csc(C(O)c3cccc(Cl)c3)n2)c1 (stereo not given)	0	-0.1	0
O=C(Nc1ccccc1)Nc1nnc([C@@H]2C[C@H](O)[C@@H](CO)O2)s1	-1	0.3	11
COc1ccc(Cl)cc1Cn1c(C)c(C(=O)NCc2ccc(C#N)cc2)sc1=O	-9	-0.6	1
COC(=O)c1cccc(N2C(=O)C[C@](Sc3ccc(C)cc3)(C(=O)OC)[C@H]2c2ccccc2)c1	0	0.2	-3
COC(=O)[C@H](CC(C)C)NC(=O)CC[C@H]1O[C@@H](n2ccc(=O)[nH]c2=O)[C@H](O)[C@@H]1O	1	0.3	8
Nc1nc2c(ncn2[C@@H]2O[C@H](CNCc3ccccc3)[C@@H](O)[C@H]2O)c(=O)[nH]1	2	0.1	18
COc1cc2[nH]c(C)c(-c3ccccc3)c(=O)c2cc1Cl	4	-0.1	5
O=C(/C=C/[C@H]1O[C@@H](n2ccc(=O)[nH]c2=O)[C@H](O)[C@@H]1O)NCCc1c[nH]c2ccccc12	-1	-0.3	16
Cc1ccc(S(=O)(=O)NC(=O)C2(C)CCN2C(=O)CC2CCCCC2)nc1 (stereo not given)	-1	-1.2	12
Cc1c(C(=O)NCc2cccc(Cl)c2)sc(=O)n1Cc1cccc(F)c1	-6	-1.5	5
CC[C@@H]1Cc2[nH][nH]c(=O)c2[C@H](c2ccc(Cl)cc2)O1	0	-2.6	21
C(CCN1CCOCC1)CN1CCOCC1	-1	-2.1	4
O=C(OC1CC2CC1[C@H]1CCCCN1C2=O)N1CCN(C(=O)c2ccccc2)CC1 (stereo not given in full)	2	0.3	16
O=C1Nc2ccccc2C(=O)N(Cc2ccccc2)C1C(=O)NC1CC1 (stereo not given)	0	-1.3	13
Cn1c(N)nc(N)c(NC=O)c1=O	-8	-0.8	0
O=C1c2ccccc2C(c2nc3ccccc3[nH]2)N1c1ccccc1 (stereo not given)	3	-0.7	-2
CC(C)(C)c1ccc(C(=O)N2CCC2(C)C(=O)Nc2cnc3ccccc3c2)cc1 (stereo not given)	2	2.4	18
CCOC(=O)[C@]12CCCC=C1N(CCC1=CCCCC1)C(=O)[C@H](CC(=O)NCC13CC4CC(CC(C4)C1)C3)C2	1	-0.8	8
O=C(O)CN=C(Nc1cc(Cl)cc(Cl)c1)NC(c1ccccc1)c1ccccc1	0	36	7
CCC(=O)N1CCCC(C)(C(=O)Nc2ccc(OC)c(F)c2)C1 (stereo not given)	2	0.0	18
COc1ccc(NC(=O)C2(C)CCN2C(=O)c2ccc(C(C)(C)C)cc2)cc1OC (stereo not given)	0	0.6	16

Structural class, those above containing a Cl atom (eleven)
SMILES	SENP1 inh	MPTP block	SENP8 inh
O=C(Nc1ccc(Cl)cc1)c1csc([C@H]2C[C@H](O)[C@@H](CO)O2)n1	0	-0.6	10
COc1ccc(Cc2c(-c3ccc(C)cc3)nc3ccc(Cl)cn23)c(C)c1	-16	-1.7	-284
CCOC1=C2[C@H](c3ccccc3Cl)N(S(=O)(=O)c3ccc(C)cc3)C[C@H]2C(C#N)(C#N)C(C#N)(C#N)C1	-3	-7.4	16
CC1(C(=O)Nc2ccc3c(c2)OCCO3)CCN1C(=O)C1(c2ccc(Cl)cc2)CCC1 (stereo not given)	-2	1.4	25
O=C(NC1CCCC1)C(c1ccco1)N1CCN(c2c(Cl)cncc2Cl)CC1 (stereo not given)	1	0.7	13
CC(=O)Nc1cccc(-c2csc(C(O)c3cccc(Cl)c3)n2)c1 (stereo not given)	0	-0.1	0
COc1ccc(Cl)cc1Cn1c(C)c(C(=O)NCc2ccc(C#N)cc2)sc1=O	-9	-0.6	1
COc1cc2[nH]c(C)c(-c3ccccc3)c(=O)c2cc1Cl	4	-0.1	5
Cc1c(C(=O)NCc2cccc(Cl)c2)sc(=O)n1Cc1cccc(F)c1	-6	-1.5	5
CC[C@@H]1Cc2[nH][nH]c(=O)c2[C@H](c2ccc(Cl)cc2)O1	0	-2.6	21
O=C(O)CN=C(Nc1cc(Cl)cc(Cl)c1)NC(c1ccccc1)c1ccccc1	0	36	7
